High-throughput results from PubChem.
TRHR agonist: TRH receptor (human) agonism; TRHR cells, calcium flux fluo-8, FDSS agonist mode; 0.18% of 360,000 active; activation, % at 2 µM; note: 0% is about no effect
Target sequence (P34981 whole entry, looked up): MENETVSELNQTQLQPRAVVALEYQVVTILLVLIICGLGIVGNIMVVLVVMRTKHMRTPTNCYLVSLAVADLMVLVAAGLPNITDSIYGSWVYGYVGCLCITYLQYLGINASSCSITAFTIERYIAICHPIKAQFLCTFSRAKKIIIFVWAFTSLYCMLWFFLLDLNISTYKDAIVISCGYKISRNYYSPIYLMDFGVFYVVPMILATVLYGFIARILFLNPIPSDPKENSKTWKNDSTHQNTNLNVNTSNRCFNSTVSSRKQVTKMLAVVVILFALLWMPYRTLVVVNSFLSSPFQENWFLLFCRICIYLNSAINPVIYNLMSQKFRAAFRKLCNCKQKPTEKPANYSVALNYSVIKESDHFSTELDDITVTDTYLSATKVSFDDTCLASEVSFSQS
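Read-out: compound-evoked intracellular calcium rise in TRHR cells, fluo-8 dye, kinetic FDSS fluorescence at 1 s/cycle following a 10-cycle baseline. Cells cultured overnight before dye loading (30 min–1.5 h, RT).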
RXFP1 antag: RXFP1 (human) relaxin receptor antagonism; 0.59% of 350,000 active; AID 1259400; HEK293-RXFP1, relaxin-stimulated cAMP HTRF, 30 min; stronger effect = lower value; activity change, negative = inhibition, % at 57.5 µM;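 active = activity change of -60% or lower, but not beyond a set lower limit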; note: % is set by controls: 0 for no effect and ±100 for the full control effect
D1 antagonist: antagonists of human D1 dopamine receptor; HEK293 TREx D1 cells, calcium flux, dopamine EC80; stronger effect = lower value; activity change, negative = inhibition, % at 10 µM; AID 504652; 3.2% of 360,000 active; in the data active = activity change below about -30%; note: % is set by controls: 0 for no effect and ±100 for the full control effect
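After overnight tetracycline induction at 30 C, force-coupled D1 HEK293 cells took up a no-wash calcium dye at room temperature. Compounds were added and monitored 180 s, and the response to EC80 dopamine was then recorded.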
D1 PAM: enhances dopamine response at the human D1 receptor; P21728; HEK293 TREx D1 cells, calcium flux, dopamine EC20 potentiation; potentiation, % at 10 µM; 0.036% of 360,000 active; AID 504651; in the data active = potentiation above about 30%; note: 0% is about no effect
D1 ag: agonists of human D1 dopamine receptor; P21728; HEK293 T-REx D1 cells, calcium flux, agonist mode; activation, % at 2 µM; 1% of 360,000 active; note: 0% is about no effect
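Tetracycline-induced HEK293 TREx D1 cells, force-coupled to calcium signalling, were dye-loaded with a no-wash calcium kit. Compound was pin-added after a 10 s baseline. Fluorescence was read kinetically at 1 cycle/s for 180 s, with calcium rises flagged as agonism.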
D2 agonist: D2 dopamine receptor (human) agonism; 0.53% of 340,000 active; HEK293 T-REx D2 cells, calcium flux agonist mode; activation, % at 2 µM; P14416;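 active = activation over 3 SD above normal in the single-dose calcium agonist read, cut at about 30% in these data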; note: 0% is about no effect
Target sequence (P14416 whole entry, looked up): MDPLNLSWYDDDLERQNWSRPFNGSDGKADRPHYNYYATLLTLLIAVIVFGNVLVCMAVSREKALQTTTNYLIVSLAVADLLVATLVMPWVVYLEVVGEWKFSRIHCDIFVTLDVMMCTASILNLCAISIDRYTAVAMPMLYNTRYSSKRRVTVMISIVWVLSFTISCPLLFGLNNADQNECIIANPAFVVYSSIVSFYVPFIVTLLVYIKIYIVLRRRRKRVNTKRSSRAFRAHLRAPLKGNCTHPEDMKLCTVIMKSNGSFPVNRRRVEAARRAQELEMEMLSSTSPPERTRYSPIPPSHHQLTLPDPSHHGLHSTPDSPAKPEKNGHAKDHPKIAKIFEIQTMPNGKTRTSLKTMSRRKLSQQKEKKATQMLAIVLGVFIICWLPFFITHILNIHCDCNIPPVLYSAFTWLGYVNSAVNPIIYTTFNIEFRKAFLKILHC
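Tetracycline-induced HEK293 T-REx cells with force-coupled D2 receptor, plated overnight at 30 C, loaded with no-wash calcium dye. After a 10 s baseline, compound was pin-added and calcium flux read kinetically for 180 s; calcium rises flagged agonists.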
TRHR PAM: TRH receptor (human) allosteric enhancement; P34981; TRHR cells, fluo-8 calcium fluorescence, EC20 TRH enhancement; enhancement, % at 2 µM; 0.66% of 360,000 active; AID 493056; in the data active = enhancement above about 30%; note: 0% is about no effect
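Enhancer read-out: after compound pinning and an initial kinetic agonist-mode read, an EC20 of TRH (10 nM final) was injected and fluo-8 calcium signal (Ex 480/Em 530) followed at 1 s/cycle for 100 cycles in TRHR-expressing cells.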
D2 antag: D2 dopamine receptor (human) antagonism. inhibition, % at 10 µM. 2% of 340,000 active. AID 485344. HEK293 TREx D2 cells, calcium flux, dopamine EC80. P14416; in the data active = inhibition above about 30%; note: 0% is about no effect
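Calcium mobilization kinetics were recorded at 1 s intervals in tetracycline-induced HEK293 T-REx D2 cells, first for 180 s after compound addition and then 180 s after EC80 dopamine.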
D2 PAM: positively modulates the human D2 dopamine receptor allosterically. 0.34% of 340,000 active. P14416. potentiation, % at 10 µM. AID 485347. HEK293 T-REx D2, calcium flux, EC20 dopamine potentiation;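 active = potentiation over 3 SD above the plate norm, cut at about 30% in these data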; note: 0% is about no effect
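Cells plated with tetracycline inducer and held overnight at 30 C; calcium dye loaded 30–90 min at room temperature; baseline taken, compound added and read 180 s; EC20 dopamine then added and read 180 s.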
* marks the source's active call; other numbers are inactive results; nt = no result given. Cut-off read from the data, not from the text of the source, unless noted: active = activation above about 30%; inactive = the rest.

#	structure	TRHR agonist	RXFP1 antag	D1 antagonist	D1 PAM	D1 ag	D2 agonist	TRHR PAM	D2 antag	D2 PAM
1	CC1CCN(c2nc(-c3ccc(Br)cc3)nc3ccccc23)CC1	0.0	-15	-3	1	-1	-0.9	6	nt	11
2	COc1ccc(CN2C(=S)NC(C)(C)CC2(C)O)cc1 (configuration not stated)	0.3	-4	-10	-4	2	nt	2	nt	9
3	COc1ccc2sc(N(CCCN(C)C)C(=O)c3nc4ccccc4s3)nc2c1	-0.2	-2	5	9	2	0.8	-3	-6	2
4	C#CCNC(=O)/C=C/c1ccc(OC)cc1	0.2	nt	7	-4	-2	-0.5	-3	-25	-1
5	COc1ccc(S(=O)(=O)N2CCCC2=O)cc1N(C)S(C)(=O)=O	0.8	1	0	-1	3	1.4	-8	-17	0
6	CC(C)CN(C(=O)CSc1nc(-c2ccccc2)cn1N)c1c(N)n(Cc2ccccc2)c(=O)[nH]c1=O	1.4	-11	-8	1	0	0.1	0	-10	3
7	O=C(Nc1ccccc1Br)c1cc(CN2CCCC2)on1	0.2	-10	-4	-3	1	-0.8	-8	nt	8
8	COc1ccc(C(=O)NC23CC4CC(CC(C4)C2)C3)cc1OC	-0.4	-3	-15	4	2	-0.5	7	-3	0
9	N#Cc1nc(-c2ccc(Cl)cc2)oc1NCC1CCCO1 (configuration not stated)	0.0	7	-2	-3	5	0.2	2	-19	-1
10	CCOC(=O)/C=C/c1cc(F)c(S(=O)(=O)N2CCN(S(=O)(=O)c3ccc4c(c3)OCCO4)CC2)cc1F	0.1	nt	-1	-6	0	nt	-3	nt	nt
11	Cc1ccccc1NS(=O)(=O)c1cc2c3c(c1)CC(=O)N3CCC2	0.2	-25	-6	-3	8	-0.4	5	7	4
12	Cc1cccnc1NC(=O)NC(=O)c1ccc(C(C)(C)C)s1	0.4	nt	5	6	1	0.8	0	-4	-5
13	Cc1ccc(-c2nc(SCC(=O)N3CCc4ccccc43)c3c(=O)n(C)c(=O)n(C)c3n2)cc1	0.7	-2	5	-1	2	-0.7	7	nt	9
14	CN(CC(=O)Nc1ccc(Cl)c(S(=O)(=O)N(C)C)c1)Cc1ccccc1	0.5	-15	-8	-6	2	0.5	-3	-27	-23
15	COc1ccc(NC(=O)Cn2nnc(C(=O)NCc3cccs3)c2N)cc1Cl	0.7	0	4	-1	3	nt	-8	nt	nt
16	COc1ccc(NCc2nnc(SCC(=O)NCc3ccco3)n2-c2ccccc2OC)cc1	-0.5	2	-8	-2	3	-0.7	1	11	6
17	Cc1cccc(N2CCN(C(=O)C3CCN(S(=O)(=O)Cc4ccccc4)CC3)CC2)c1C	-0.1	1	2	-1	2	1.2	-2	nt	6
18	Clc1cc(Cl)cc(Nc2ncn[nH]2)c1	-0.2	8	9	2	14	0.0	-13	17	11
19	CCOC(=O)c1ccc(/C=N/O)[n+](Cc2ccccc2)c1	0.3	11	-2	-7	-3	0.7	-1	-4	5
20	Cc1ccc(CNC(=O)CCC2CCCN(C(=O)c3ccc4c(c3)OCO4)C2)o1 (configuration not stated)	0.4	-4	-10	0	3	1.0	-2	8	3
21	COc1cc(N2Cc3ccccc3C2)ccc1C=O	-0.8	-11	-16	-7	-5	-0.1	0	7	5
22	Nc1ccc(Cc2nc3cc4ccccc4cc3[nH]2)cc1	0.1	-16	-28	-7	2	nt	4	nt	nt
23	Nc1ccc(-c2c3ccc(=O)cc-3oc3cc(O)ccc23)c(C(=O)O)c1	-1.4	-5	0	1	355*	-0.1	19	23	7
24	O=C(CN1C(=O)NC2(CCCCC2)C1=O)NCC(=O)Nc1ccc(F)c(F)c1	0.2	1	1	-1	2	1.2	7	-8	-6
25	COc1ccc2c(C)c(CCC(=O)NCc3ccc(OC)c(OC)c3)c(=O)oc2c1	-0.7	0	-14	-1	0	-1.2	4	nt	-8
26	COC(=O)c1cc(-c2c(C)oc3cc(OC)ccc3c2=O)c(C)o1	-1.2	-20	7	-2	3	nt	-6	nt	9
27	CCSc1cc(N2CCCC2)nc(-c2ccc(F)cc2)n1	3.3	1	2	-4	3	0.7	0	23	-5
28	CCn1cc(C(=O)OCC(=O)N(C)Cc2ccccc2)c(=O)c2ccc(C)nc21	-0.9	-12	-2	-6	1	-1.7	-1	-10	5
29	CC(CC(=O)NNC(=O)c1cccc(Cl)c1)c1ccccc1 (configuration not stated)	0.6	-9	3	-7	-1	0.2	29	-25	9
30	C#CCOCCOCCOCCNc1nc(N2CCN(C(=O)CCCCCCCCCCNC(=O)[C@H](CCCCN)n3cc(C)nn3)CC2)nc(N2CCN(C(=O)CCCCCCCCCCNC(=O)[C@@H]([C@H](C)CC)n3cc(CCCCCN)nn3)CC2)n1	4.0	nt	184	40*	30	21	6	0	-3
31	CCn1c(SCC(=O)Nc2ccccc2N2CCOCC2)nnc1-c1ccccc1	-0.7	20	1	0	1	-1.2	11	6	1
32	C/C(=N\NC(N)=O)c1ccc(Cl)cc1	-2.3	nt	-14	-5	-1	0.7	11	-24	10
33	O=C(CCOc1cccc(Br)c1)NNC(=O)COc1ccc(F)cc1	-0.1	-12	5	-2	4	0.8	5	-4	7
34	O=C(NCCc1cccc(Cl)c1)c1ccc2c(c1)OCO2	1.1	4	-2	-6	2	-1.4	4	-9	1
35	COc1ccc(CCN2C(=O)CC(NNC(=O)c3cccc(O)c3)C2=O)cc1 (configuration not stated)	1.0	4	8	-2	3	0.7	12	-5	9
36	O=[N+]([O-])c1ccc(Cl)cc1N1CCCCC1	-0.8	-14	-1	10	2	-0.8	0	-10	1
37	CC1(C(=O)Nc2cccc(Br)c2)Cc2ccccc2C(=O)O1 (configuration not stated)	-0.7	nt	13	-3	12	0.6	2	nt	-3
38	CCc1cc2ccc(C)cc2nc1SCC(=O)Nc1cc(OC)c(OC)cc1C(=O)O	-0.5	nt	-4	-8	1	-1.3	0	6	11
39	CCCCCCn1c(SCC(=O)c2ccccc2)nc2c1c(=O)[nH]c(=O)n2C	-0.6	6	9	0	-1	-0.3	3	-9	10
40	CCOc1ccccc1NC(=O)CCNC(=O)c1ccc(Cl)cc1	-0.1	-7	-19	-6	2	-0.5	0	8	-1

Quoted at random: four entries already listed.
#	structure	TRHR agonist	RXFP1 antag	D1 antagonist	D1 PAM	D1 ag	D2 agonist	TRHR PAM	D2 antag	D2 PAM
2	COc1ccc(CN2C(=S)NC(C)(C)CC2(C)O)cc1 (configuration not stated)	0.3	-4	-10	-4	2	nt	2	nt	9
34	O=C(NCCc1cccc(Cl)c1)c1ccc2c(c1)OCO2	1.1	4	-2	-6	2	-1.4	4	-9	1
13	Cc1ccc(-c2nc(SCC(=O)N3CCc4ccccc43)c3c(=O)n(C)c(=O)n(C)c3n2)cc1	0.7	-2	5	-1	2	-0.7	7	nt	9
37	CC1(C(=O)Nc2cccc(Br)c2)Cc2ccccc2C(=O)O1 (configuration not stated)	-0.7	nt	13	-3	12	0.6	2	nt	-3

The list continues.
#	structure	TRHR agonist	RXFP1 antag	D1 antagonist	D1 PAM	D1 ag	D2 agonist	TRHR PAM	D2 antag	D2 PAM
41	Cc1ccc(C(c2sc3nc(C)nn3c2O)N2CCN(C(=O)c3ccco3)CC2)cc1 (configuration not stated)	-0.3	-15	13	20	1	-0.3	10	2	3
42	Oc1cc(-c2ccncc2)cc2cccnc12	-0.1	nt	-10	0	3	nt	14	nt	nt
43	Cc1ccc(NC(=O)c2cnc(SCC(=O)N3CCCc4ccccc43)n(C)c2=O)cc1C	0.1	7	nt	2	-1	0.9	2	nt	-2
44	CN(c1ccccc1)c1nc(N)c([N+](=O)[O-])c(Nc2ccccc2)n1	0.3	-21	1	0	6	1.1	-11	-5	4
45	CCc1cc(=O)oc2cc(C)cc(OCC(=O)N3CCC(C(=O)O)CC3)c12	0.1	nt	-3	8	3	-0.1	16	-2	10
46	Cc1ccc(SCC(=O)NN2C(=O)c3ccccc3C2=O)cc1	-1.0	-5	4	1	2	-0.1	3	-6	-2
47	O=[N+]([O-])c1ccccc1S(=O)(=O)N1CCN(Cc2ccsc2)CC1	-0.2	12	7	-2	1	0.5	1	2	0
48	O=C1c2cccc3cccc(c23)C(=O)N1CCN1CCN(CC(O)COc2ccc3ccccc3c2)CC1 (configuration not stated)	-0.2	-6	4	-10	1	-0.6	2	-9	-10
49	Cc1ccccc1-c1ccc(=O)n(CC(=O)Nc2ccc(C(=O)N3CCCC3)cc2)n1	0.2	-13	16	0	3	-0.9	-3	-4	-4
50	CN1CCc2c(sc(/N=C/c3cc(Cl)ccc3O)c2C#N)C1	0.4	-4	-18	-6	3	88*	-4	83*	-36
51	CN(CC(=O)Nc1ccccc1Br)C(=O)c1cccc(S(=O)(=O)NCc2ccccc2)c1	-0.3	-8	8	4	4	0.5	-9	21	-12
52	CCCCNC(=S)N/N=C/c1cc(C)ccc1C	-1.2	7	-1	3	4	-1.7	9	-1	-2
53	COCCN1C(=O)N(C)[C@@H](c2ccccc2)C(C(C)=O)=C1C	-0.3	nt	-2	2	4	nt	0	nt	-2
54	CC(=O)Nc1ccc(NC(=O)c2cc([N+](=O)[O-])cc([N+](=O)[O-])c2)cc1	0.5	14	-4	-7	2	1.5	38*	1	-6
55	Cc1nn(-c2ccccc2)c(Cl)c1/C=C1/C(=N)N2N=C(C(C)C)SC2=NC1=O	0.7	-34	1	-6	3	0.9	1	-6	5
56	CC(C)c1nnc(NC(=O)CCC(=O)NC2CCCCC2)s1	0.7	-8	9	-2	1	-0.3	-8	9	0
57	CCN(CC)C(=O)CSc1nc2cc3c(cc2c(=O)n1CCCC(=O)NCCc1ccc(OC)c(OC)c1)OCO3	-1.3	-10	17	-13	4	nt	3	nt	nt
58	CCOc1cc(/C=C2/C(=N)N3OC(C)=CC3=NC2=O)ccc1OC	-0.1	0	3	-4	0	-0.6	-2	-4	3
59	Cc1csc(NC(=O)c2ccoc2C)n1	0.0	8	25	0	-3	nt	0	nt	nt
60	Cc1cnc(NC(=O)c2cc3c(s2)CCCC3)s1	2.1	-14	-1	3	3	2.9	-4	-1	-8
61	CCCNS(=O)(=O)c1cc(Cl)ccc1OC	-3.7	6	9	-5	0	-2.9	-3	13	5
62	C/C(=N\NC(=O)c1cccnc1)c1cc2ccccc2o1	0.4	1	-4	8	2	-0.6	1	1	1
63	CCc1ccc(N=C2NC(=O)/C(=C/c3cc(Br)c(OCC(=O)O)c(OC)c3)S2)cc1	-0.1	-9	9	-1	3	0.3	0	-5	1
64	CN(C/C=C/c1ccccc1)Cc1cccc2ccccc12	-0.8	-69*	16	1	0	0.1	18	-33	-2
65	COc1ccc(CN(C(=O)c2snc(C(N)=O)c2N)C(CC(C)C)C(=O)NC2CCCCC2)cc1 (configuration not stated)	-0.7	1	10	-3	0	-1.8	-12	-3	-7
66	O=C(NCCS(=O)(=O)NC1CCCC1)c1ccc(F)cc1	-0.3	-9	1	-5	0	0.1	-5	-10	-14
67	O=C(Nc1cccc(-c2nn[nH]n2)c1)c1csc2c1CCCC2	0.2	-9	-9	-5	6	-1.5	-1	-1	-4
